CDK5 inh = inhibitors of human CDK5/p35 kinase, primary screen, biochemical, single concentration. Cyclin-dependent kinase 5 (Homo sapiens) + Cyclin-dependent kinase 5 activator 1 (Homo …. Recombinant CDK5/p35, ADP-Glo luminescence, 60 min. inhibition, % at 10 µM. 0.01% of 330,000 active. AID 488839, 2010;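 active = highest replicate inhibition of at least 50% and at least 75% of replicates reaching 50%; inconclusive = only one of the two criteria met; inactive = both criteria failed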;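 note: plate controls were DMSO neutral control for no effect and GW8510 at 10 µM for full effect; many of its hits are not listed in these tables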
Target sequence (Q00535 whole entry, looked up): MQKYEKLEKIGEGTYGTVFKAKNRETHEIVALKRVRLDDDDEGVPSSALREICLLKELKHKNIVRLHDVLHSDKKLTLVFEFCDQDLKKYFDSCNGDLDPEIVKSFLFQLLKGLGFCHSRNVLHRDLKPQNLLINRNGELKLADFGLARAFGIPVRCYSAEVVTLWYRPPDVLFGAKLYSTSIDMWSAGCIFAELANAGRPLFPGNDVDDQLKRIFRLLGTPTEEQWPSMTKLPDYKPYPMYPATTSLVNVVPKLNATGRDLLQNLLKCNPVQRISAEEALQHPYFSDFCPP
Target sequence (Q15078 whole entry, looked up): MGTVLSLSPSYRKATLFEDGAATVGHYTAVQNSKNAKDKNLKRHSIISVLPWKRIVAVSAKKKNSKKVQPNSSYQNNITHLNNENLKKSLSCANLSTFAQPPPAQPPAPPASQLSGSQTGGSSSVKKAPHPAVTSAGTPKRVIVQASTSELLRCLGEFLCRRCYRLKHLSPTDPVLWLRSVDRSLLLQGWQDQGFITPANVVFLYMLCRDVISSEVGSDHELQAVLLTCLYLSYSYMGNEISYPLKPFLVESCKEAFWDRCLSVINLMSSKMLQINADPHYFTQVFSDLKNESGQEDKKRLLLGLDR
dFosB activator = activators of delta FosB homodimer, primary screen, biochemical, fluorescence polarization, TAMRA-CDK5 oligo, single point | Protein FosB (Mus musculus), P13346 | purified delta FosB; percent of positive-control signal above neutral wells | activation, % at 25 µM | 0.99% of 340,000 active | AID 493131, 2011;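 active = mean activation above about 17%, with every replicate also reaching it, limit read from the data, passing the limit was not always enough; inconclusive = only one of the two conditions met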;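 note: fluorescence polarization rise as delta FosB binds a TAMRA Cdk5 AP-1 oligo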
Target sequence (P13346 whole entry, looked up): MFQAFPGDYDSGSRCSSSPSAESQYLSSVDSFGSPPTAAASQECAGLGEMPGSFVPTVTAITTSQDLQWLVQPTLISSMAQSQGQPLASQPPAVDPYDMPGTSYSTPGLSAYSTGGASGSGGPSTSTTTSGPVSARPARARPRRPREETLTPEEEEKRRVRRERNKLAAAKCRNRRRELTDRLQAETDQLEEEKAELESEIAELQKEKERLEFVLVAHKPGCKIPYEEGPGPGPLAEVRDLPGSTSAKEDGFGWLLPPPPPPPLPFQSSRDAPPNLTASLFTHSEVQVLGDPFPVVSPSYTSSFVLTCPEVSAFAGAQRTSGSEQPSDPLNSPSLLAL
MITF act = activators of MITF-driven TRPM1 promoter reporter, primary screen, cell-based, SK-MEL-5, luciferase, single point | AID 588334, 2011 | 0.75% of 300,000 active | SK-MEL-5 TRPM1-promoter luciferase, 24 h; % of positive control, neutral wells = 0 | activation, % at 12.5 µM;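 active = mean activation of at least 80% with every replicate also reaching 80%; inconclusive = mean reaches 80% but some replicate falls short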;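 note: 0% = neutral control wells and 100% = parthenolide positive control wells; values of inactives mirror those of a sister screen read the other way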
NSD2 HMT inh = NSD2 histone methyltransferase inhibitors, primary screen, biochemical, AlphaScreen, single concentration, set 2; NSD2 peptide methylation, 120 min; inhibition, % at 12.5 µM; 0.54% of 310,000 active; AID 743445, 2014; in the data active = inhibition above about 50%
HTR5A ag = HTR5A agonists in luminescence cell assay, primary screen, counter-screen for OPRM1-OPRD1 heterodimer agonist project, full-deck HTS | activation, % at 9.3 µM | 5-hydroxytryptamine receptor 5A (Homo sapiens), P47898 | cell-based | AID 504692, 2011 | 0.61% of 340,000 active; in the data active = activation mostly above about 9.5%, no sharp cut-off; inactive = mostly below about 7.6%;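 note: 0% = cells with vehicle only and 100% = reference agonist; strong numbers were not always called active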
V-ATPase pHluor = regulators of yeast V-ATPase proton pumping, primary screen, pHLuorin cytosolic pH fluorescence; S. cerevisiae; response, % at 10 µM; 0.37% of 350,000 active; in the data active = response mostly above about 7.3%, no sharp cut-off; inactive = mostly below about 5.4%; note: actives read high; inactives centre near 0; some compounds called inactive have numbers as strong as hits; reference of the scale not given here
PvdQ inh = P. aeruginosa PvdQ acylase inhibitors, primary screen, biochemical, fluorescence, plate reader and imaging, single point. purified PvdQ acylase. inhibition, % at 10 µM. 0.063% of 340,000 active. AID 488965, 2010; in the data active = inhibition above about 30%, passing the limit was not always enough; inconclusive = no clear call, values can overlap the other calls;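 note: 0% = vehicle neutral wells and 100% = reference inhibitor wells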
Wnt bcat act = Wnt/beta-catenin pathway activators, primary screen, cell-based, plate reader, single point. Wnt/beta-catenin reporter cell assay, activator. activation, % at 9.35 µM. 1.2% of 300,000 active. AID 743398, 2014; in the data active = activation above about 30%, passing the limit was not always enough; inconclusive = no clear call, values can overlap the other calls;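 note: 0% = neutral control wells and 100% = positive control wells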
HTR5A inv ag = HTR5A inverse agonists in luminescence cell assay, primary screen, counter-screen for OPRM1-OPRD1 heterodimer inverse agonist project, full-deck HTS; 0.083% of 340,000 active; HTR5A cell line, inverse agonism; 5-hydroxytryptamine receptor 5A (Homo sapiens), P47898; inhibition, % at 9.3 µM; in the data active = inhibition mostly above about 23%, no sharp cut-off; inactive = mostly below about 18%;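 note: 0% = cells with DMSO and 100% = no-cell wells with DMSO; some compounds called inactive have numbers as strong as hits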
SR-BI DiI inh = inhibitors of SR-BI mediated HDL lipid uptake, primary screen, ldlA[mSR-BI] cells, fluorescence, single point; inhibition, % at 12.5 µM; Scavenger receptor class B member 1 (Mus musculus), Q61009; AID 488896, 2010; ldlA[mSR-BI] CHO cells, DiI-HDL uptake fluorescence, 3 h; 0.96% of 320,000 active;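 active = mean replicate inhibition of at least 70% and a set share of replicates each scoring 70 or more; inconclusive = meets just one of the two criteria; inactive = fails both criteria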;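 note: 0% = median of neutral control wells and 100% = median of positive control wells; values of inactives mirror those of a sister screen read the other way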
Starred values were filed as active, the others as inactive; ? = inconclusive; nt = not tested or not shown. An unsorted share of the library. Share with any hit: about 5%.

SMILES | CDK5 inh | dFosB activator | MITF act | NSD2 HMT inh | HTR5A ag | V-ATPase pHluor | PvdQ inh | Wnt bcat act | HTR5A inv ag | SR-BI DiI inh
Cc1ccccc1N(CC(=O)NC1CCCCC1)C(=O)c1csnn1 | -2.0 | 0.8 | -2.4 | -5.8 | -1.3 | -3.5 | -5.2 | -0.3 | 3.2 | -14.3
COc1ccc(-c2c(C(F)(F)F)[nH]n3c(=O)cc(-c4ccccc4)nc23)cc1 | 0.0 | 4.6 | nt | nt | 2.4 | -0.6 | -33.3 | 2.2 | 4.5 | 18.2
NC(=O)CN1CCCN(S(=O)(=O)c2ccc(Br)cc2)CC1 | -0.9 | 4.3 | nt | -2.2 | -0.9 | -5.6 | -6.3 | nt | -65.9 | -18.4
O=C(Nc1cccc(Cl)c1)C1C2C=CC3(O2)C1C(=O)N(CCN1CCCCC1)C3C(=O)NC1CCCCC1 (stereo not drawn) | 0.3 | -1.3 | 8.9 | 6.7 | 1.6 | -1.3 | -21.8 | 12.1 | -4.2 | nt
O=C(CSc1ccccc1)NCCSCc1ccccc1 | -0.5 | 6.5 | 13.8 | nt | -1.1 | -0.7 | -5.6 | nt | -4.9 | -5.3
CC1CCCCC1NC(=O)c1cccc(S(=O)(=O)N2CCN(Cc3ccccc3)CC2)c1 (stereo not drawn) | -1.7 | -8.2 | -5.6 | -4.1 | -2.8 | 3.3 | -7.5 | -1.7 | 7.0 | -12.3
Cc1ccc(/C=C(\C#N)c2nn(-c3ccccc3)c(N)c2C#N)cc1 | -0.3 | -22.5 | 6.4 | -2.2 | 1.4 | 4.3 | 20.9 | 0.4 | -12.9 | 26.2
CCOc1cc(-c2sc(Nc3ccccc3)n[n+]2-c2ccc(F)cc2)ccc1OC | 0.8 | 6.0 | 0.6 | nt | 0.3 | 13.6 | 11.7 | -3.0 | -0.7 | -22.2
O=C(CCCc1ccccc1)NCCC1=CCCCC1 | -0.2 | -1.4 | 50.3 | -2.0 | 3.7 | -2.4 | -1.2 | 9.2 | -10.3 | -6.0
N/C(=N\OC(=O)Cc1ccc(Cl)cc1)c1cccnc1 | -5.4 | -2.2 | 16.7 | -3.6 | -2.8 | -2.2 | -9.0 | -0.6 | 9.2 | -6.8
O=C(N[C@@H](Cc1ccccc1)C(=O)OCc1ccccc1)c1nc[nH]c1C(=O)NCc1ccccc1 | -0.6 | -2.1 | 15.4 | nt | 4.0 | -1.2 | -1.1 | 2.2 | -33.8 | -11.9
O=C(CN(Cc1ccc(F)cc1)C(=O)Cn1nnc2ccccc21)NCC1CCCO1 (stereo not drawn) | 0.7 | -13.3 | -9.4 | -2.3 | 2.3 | 0.4 | -13.9 | nt | -1.0 | 1.9
Cc1nn(-c2nc3ccccc3s2)c(C)c1Oc1ccccc1O | -6.4 | -13.7 | 76.8 | nt | 2.9 | -6.1 | -1.0 | nt | -17.1 | 4.2
CC(NC(=O)c1cccnc1)c1ccc2c(c1)OCO2 (stereo not drawn) | 0.7 | 9.0 | -3.8 | -4.3 | 3.9 | 4.3 | 7.7 | -1.8 | -22.6 | -23.8
Cc1sc(NC(=O)c2cccs2)c(C(N)=O)c1C | -4.5 | -1.7 | 37.6 | -1.2 | -0.6 | 2.4 | -8.1 | 6.3 | -22.1 | 0.5
COc1ccc(-c2cc3c(=O)n(CC(=O)NCc4ccc(Cl)cc4)ncn3n2)cc1 | 0.4 | -0.4 | 15.1 | nt | 3.5 | 3.7 | 2.3 | 1.7 | -10.7 | 12.1
CCOc1ccc(C2C(C(=O)c3ccco3)=C(O)C(=O)N2CCCn2ccnc2)cc1OCC (stereo not drawn) | -0.5 | -4.3 | 7.7 | 4.7 | -2.1 | -0.1 | -5.8 | -0.6 | -2.3 | -11.2
Cc1ccc(C(=O)Nc2ccc(F)cc2)cc1NC1=NC2CS(=O)(=O)CC2S1 (stereo not drawn) | -1.2 | -2.9 | 5.1 | nt | 0.6 | -2.0 | -13.8 | 23.6 | -1.7 | -6.0
O=C1NC2(CCCCCC2)C(=O)N1Cc1cccc(Cl)c1 | 0.9 | -3.4 | -3.7 | nt | -0.8 | 1.3 | 2.1 | -4.0 | 2.7 | 2.0
O=C(O)/C=C/c1cnc2ccccc2c1 | 0.5 | -3.1 | 6.4 | -1.5 | 2.4 | -1.0 | -13.8 | 1.3 | -6.3 | -7.1
O=C1N/C(=N/O)S/C1=C\c1ccccc1-n1cccn1 | -2.7 | -1.9 | 9.8 | 1.0 | -0.8 | 0.3 | -13.3 | -0.8 | -26.3 | -12.0
CCOc1ccc(S(=O)(=O)Nc2ccc(C(=O)NCC(c3ccccc3)N(C)C)cc2)cc1 (stereo not drawn) | -1.1 | -10.8 | 10.5 | 2.5 | 2.4 | -3.7 | -4.4 | -1.0 | -18.4 | -9.6
O=C(NCCCn1ccnc1)c1cc2c(s1)CCCCC2 | -0.3 | 0.2 | 16.3 | 5.0 | 0.8 | 0.8 | 5.1 | nt | -2.2 | -7.3
COc1ccc(-n2c(Cc3cccn3C)nnc2SCC(=O)NCCc2ccccc2)cc1 | 0.3 | -2.1 | -0.2 | 4.6 | 0.5 | -3.2 | 3.9 | nt | -1.7 | 0.4
COc1ccc(OC)c(C2c3c(oc4ccccc4c3=O)C(=O)N2CCCN(C)C)c1 (stereo not drawn) | -1.0 | 5.9 | 2.1 | 4.5 | 7.6 | -3.9 | -10.5 | -2.6 | -18.4 | -7.8
Additional records:
SMILES | CDK5 inh | dFosB activator | MITF act | NSD2 HMT inh | HTR5A ag | V-ATPase pHluor | PvdQ inh | Wnt bcat act | HTR5A inv ag | SR-BI DiI inh
Cc1ccc(NCC(=O)N/N=C/c2ccc(OC(=O)c3ccco3)cc2)cc1 | -0.2 | -10.6 | -4.0 | nt | 6.6 | 2.6 | -9.1 | 2.1 | -11.1 | 19.3
Cc1ccc(N2CC(C(=O)NCc3cccs3)CC2=O)cc1 (stereo not drawn) | -1.6 | -2.0 | nt | 0.0 | -0.8 | -4.8 | 4.2 | nt | 7.4 | -10.9
Cc1ccc(NC(=O)CN2C(=O)COc3ccc(S(=O)(=O)N4CCCC4)cc32)c(C)c1 | 0.6 | -11.8 | 13.2 | 0.5 | 1.4 | -2.3 | -16.5 | 1.0 | 6.4 | 8.8
Cc1cc(C)cc(NC(=O)C2CCN(c3cnccn3)CC2)c1 | -0.2 | -4.9 | 0.1 | 0.2 | -3.3 | -0.8 | 0.9 | -1.5 | 9.4 | -0.3
CN(C(=O)COC(=O)CCC(=O)c1ccc(Cl)cc1)c1c(N)n(Cc2ccccc2)c(=O)[nH]c1=O | 1.2 | -11.5 | 3.3 | -3.1 | 6.2 | -2.4 | 0.5 | 1.5 | -5.6 | 0.6
Cc1ccccc1-c1cc(C(=O)NCc2cccs2)nn1CC1CC(c2cccc([N+](=O)[O-])c2)=NO1 (stereo not drawn) | -1.4 | 10.7 | -4.9 | nt | -8.6 | -1.6 | ? | -3.9 | 2.2 | 22.2
Cc1cc(C#N)c(C)n1-c1cc(S(=O)(=O)N2CCOCC2)ccc1N1CCCC1 | -1.0 | -8.0 | 8.3 | 1.5 | -1.2 | -2.3 | 0.4 | -4.3 | 0.1 | -14.7
Cc1cc(C)c2cc(CN(CCO)Cc3nnnn3Cc3ccc(F)cc3)c(=O)[nH]c2c1 | -1.3 | -3.5 | -1.3 | 2.4 | 4.0 | 2.5 | 2.4 | nt | -9.6 | -1.7
COC(=O)c1sccc1N/N=C(\C)c1ccc(F)c(Cl)c1 | 1.9 | -10.4 | 10.4 | 4.8 | -0.8 | -3.1 | -15.7 | nt | 2.2 | 27.8
COc1ccc(NC(=O)CCN=C2NS(=O)(=O)c3ccccc32)cc1S(=O)(=O)N(C)C | 1.4 | -4.2 | nt | 37.3 | 2.6 | 5.4 | -1.3 | -0.6 | -19.0 | -2.3
COc1ccc(C)cc1NCc1ccc([N+](=O)[O-])cc1 | -2.1 | -5.8 | -4.0 | 17.7 | -3.8 | 1.6 | -9.8 | -2.1 | 6.7 | -4.1
CC1=[N+](C)N(c2ccccc2)C(=O)C1N=Cc1c(Cl)cccc1Cl (stereo not drawn) | 1.6 | -2.1 | -10.1 | -0.4 | -4.4 | -3.2 | -13.5 | -1.3 | 11.8 | 20.9
O=S(=O)(Nc1ccc(OC(F)(F)F)cc1)c1cccc2nonc12 | 0.1 | 2.6 | -4.8 | 3.7 | 3.2 | 2.6 | 20.3 | -1.8 | -3.7 | -8.0
CCCc1nnc(NC(=O)CCC(=O)N2CCN(S(=O)(=O)c3ccc(F)cc3)CC2)s1 | 1.4 | -4.0 | -6.1 | nt | 2.4 | -0.9 | -9.9 | 1.6 | -6.5 | -26.2
C=CCNc1nc(Nc2ccc(OC)cc2OC)nc(OCC)n1 | 0.2 | -10.3 | -15.6 | 0.3 | -2.4 | 1.2 | -13.0 | -6.9 | 8.6 | 36.1
CN(C)c1nc(N(C)C)n(C(=O)c2ccc(F)cc2)n1 | -2.5 | 0.2 | 1.1 | 0.1 | -2.7 | -2.1 | -19.3 | -1.6 | -4.7 | 5.0
Cc1ccccc1NC(=O)c1ccco1 | -0.5 | -0.6 | -4.8 | -1.8 | -2.5 | -4.0 | 0.6 | -1.1 | 9.0 | 2.7
COc1ccc(C(=O)O)cc1S(=O)(=O)NCCc1ccccn1 | -7.7 | -6.3 | -6.3 | -8.8 | 7.2 | -0.8 | -6.8 | 3.6 | -19.8 | 7.7
CCOc1cnn(-c2cc(Oc3ccc(C)cc3)ncn2)c(=O)c1Cl | -0.5 | -4.3 | -1.3 | -9.5 | -3.5 | 6.9 | -22.2 | nt | 10.0 | 13.9
COc1ccc(/C=C/C(=O)Nc2ccccc2C)cc1S(=O)(=O)N1CCOCC1 | -2.4 | -11.3 | 18.8 | -10.5 | -1.4 | -0.9 | -15.0 | -1.5 | 9.2 | nt
NC(=O)CSc1n[nH]c(=O)n1CCc1ccccc1 | -0.3 | 3.4 | -1.7 | -4.5 | 3.0 | 2.1 | -14.9 | -1.8 | -11.4 | 0.6
CCOc1cc(C)c(Cl)cc1S(=O)(=O)NCc1ccco1 | -0.2 | -4.8 | nt | 2.8 | 2.6 | 4.4 | 0.6 | nt | 0.1 | -10.3
COc1ccc(N(CC(=O)N2CCN(C)CC2)S(=O)(=O)c2cc(C)ccc2OC)cc1Cl | -3.4 | -10.9 | 2.3 | 1.2 | -2.2 | 3.2 | -13.6 | 1.1 | 5.4 | 29.9

Screening results (PubChem BioAssay)
